Shiga inhibitor – A qHTS for Small Molecule Inhibitors of Shiga Toxin; actives 9.2% (n = 290,000); inhibition, % at 38.7 µM; Vero cells, Shiga toxin protein synthesis inhibition reporter; in the data active = inhibition mostly above about 28%, no sharp cut-off; inactive = mostly below about 43%; note: 0% is about no effect
TbPYK inhibitor – qHTS of Trypanosoma Brucei Inhibitors | actives 0.12% (n = 410,000) | Potency, µM (top dose mostly 76.8 µM), inactives show at the highest dose activity, negative = inhibition, usual class: inhibitors | TbPYK enzyme, Kinase-Glo Plus ATP luminescence, 45 min | AID 624173, 2012 | pyruvate kinase (Trypanosoma brucei), Q57TT1; active = well fitted inhibition curve with a large enough effect; inconclusive = small, poorly fitted or top-dose-only effect; note: potency is the fitted concentration of half-maximal effect; % is set by controls: 0 for no effect and ±100 for the full control effect; nearly all actives have a fitted effect of over 50% in size
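Luminescent Kinase-Glo Plus end-point after 45 min room-temperature reaction of T. brucei pyruvate kinase started with 130 uM ADP (final). Buffer TEA 50 mM pH 7.2 with KCl, MgCl2, BSA, Tween-20; titration-based qHTS with fitted concentration-effect curves.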
CHX counter – Cycloheximide Counterscreen for Small Molecule Inhibitors of Shiga Toxin. cell reporter, cycloheximide protein synthesis inhibition counterscreen. max response, %. actives 12% (n = 300,000); in the data active = max response mostly above about 13%, no sharp cut-off; inactive = mostly below about 14%; note: read at 38.3 µM for the half of the compounds with a filed dose; 0% is about no effect
The depositor's hits bear a star; i = inactive; ? = inconclusive; · = not tested or not shown; & = joins results of further samples. A portion of the library; the hit share may differ from the screen's.

Results follow in this order: Shiga inhibitor | TbPYK inhibitor | CHX counter
[1] CCC1(CC)C(=O)C2=C3C1[C@H](C(=O)OC)CC(C(=O)OC)C[C@H]3[C@H]1C(=O)N(C)C(=O)[C@H]1[C@H]2C (stereo partly specified)
  -2.8 | · | 1.0
[2] CC(=O)Nc1ccc(SCC(c2ccccc2)N2CCN(C)CCC2=O)cc1 (stereo unspecified)
  116.0* | · | 67.9*
[3] O=C(O)CCC(CP(=O)(O)O)C(=O)O (stereo unspecified)
  -5.7 | · | -4.4
[4] Cn1c2cc(C#N)sc2c2cnn(Cc3ccccc3F)c(=O)c21
  -13.7&23.0 | · | -8.0&-3.7
[5] OCCOCCN1CCN(Cc2cccc(Oc3ccccc3)c2)CC1
  3.4 | · | 8.5
[6] Cc1noc(C)c1-c1ccc2ncnc(NCc3ccco3)c2c1
  -4.8 | · | 2.9
[7] Cc1ccccc1N1CCN(S(=O)(=O)CC23CCC(CC2NC(=O)C(N)CCS(C)(=O)=O)C3(C)C)CC1 (stereo unspecified)
  -10.8 | · | -2.4
[8] CSCC[C@H](NC(=O)[C@H](CC(C)C)N1CCC(NC(=O)[C@@H](NC(=O)[C@H](Cc2ccccc2)NC(=O)[C@H](CO)NC(=O)[C@H](CC(=O)O)NC(=O)[C@@H](N)CCCCN)C(C)C)C1=O)C(N)=O (stereo partly specified)
  -4.4 | · | -10.3
[9] CC[C@@]1([C@@H]2O[C@@H]([C@H]3O[C@@](O)(CO)[C@H](C)C[C@@H]3C)C[C@@H]2C)CC[C@@H]([C@]2(C)CCC3(C[C@H](O)[C@@H](C)[C@@H]([C@@H](C)[C@@H](OC)[C@H](C)C(=O)O)O3)O2)O1 (stereo partly specified)
  10.5 | · | -1.2
[10] COC(=O)C(=O)Nc1cccc2cccnc12
  -7.9 | · | -1.0
[11] O=c1c(O)c(-c2ccc(O[C@@H]3O[C@H](CO)[C@@H](O)[C@H](O)[C@H]3O)c(O)c2)oc2cc(O)cc(O)c12
  8.0 | · | -3.0
[12] CC(=O)c1ccc(NC(=O)OCCN2CCN(Cc3ccccc3)CCC2=O)cc1
  i | · | 20.1
[13] CCOc1cc(/C=C(\C#N)C(N)=O)cc(CSc2ccccc2)c1O
  18.7 | · | -1.4
[14] CCOC(=O)[C@]12CCC=C1N(Cc1cccc3ccccc13)C(=O)[C@H](CC(=O)NCCc1ccccc1OC)C2
  · | 3.0% | ·
[15] Cn1c2c(c(=O)n(C)c1=O)C(c1ccccc1C(F)(F)F)CC(=O)N2 (stereo unspecified)
  · | 7.2% | ·
[16] CC(C)(C)c1ccc(CC(=O)N2CCC2(C)C(=O)NS(=O)(=O)c2ccccc2Cl)cc1 (stereo unspecified)
  · | 3.6% | ·
[17] CCc1nc2c(OCCC3CCCCC3)cccn2c1N(C)C(=O)COc1ccccc1
  · | 1.8% | ·
[18] CCn1c(C(=O)N2CCCC(C(=O)N3CCN(c4cc(C)ccc4C)CC3)C2)cc2sccc21 (stereo unspecified)
  · | -0.4% | ·
[19] COc1ccc(S(=O)(=O)N(C)C[C@@H]2Oc3cc(Br)ccc3S(=O)(=O)N([C@H](C)CO)C[C@@H]2C)cc1
  · | 5.9% | ·
[20] COc1ccccc1Nc1nn2c(=O)c3ccc(C(=O)NCCc4ccccc4)cc3nc2s1
  · | 6.2% | ·

The final six entries of the part before come first, to join the parts.
Results follow in this order: Shiga inhibitor | TbPYK inhibitor | CHX counter
[15] Cn1c2c(c(=O)n(C)c1=O)C(c1ccccc1C(F)(F)F)CC(=O)N2 (stereo unspecified)
  · | 7.2% | ·
[16] CC(C)(C)c1ccc(CC(=O)N2CCC2(C)C(=O)NS(=O)(=O)c2ccccc2Cl)cc1 (stereo unspecified)
  · | 3.6% | ·
[17] CCc1nc2c(OCCC3CCCCC3)cccn2c1N(C)C(=O)COc1ccccc1
  · | 1.8% | ·
[18] CCn1c(C(=O)N2CCCC(C(=O)N3CCN(c4cc(C)ccc4C)CC3)C2)cc2sccc21 (stereo unspecified)
  · | -0.4% | ·
[19] COc1ccc(S(=O)(=O)N(C)C[C@@H]2Oc3cc(Br)ccc3S(=O)(=O)N([C@H](C)CO)C[C@@H]2C)cc1
  · | 5.9% | ·
[20] COc1ccccc1Nc1nn2c(=O)c3ccc(C(=O)NCCc4ccccc4)cc3nc2s1
  · | 6.2% | ·
[21] C[C@]12CCC3C(CCC4=CC(=O)CC[C@@H]43)C1CCC2O (stereo partly specified)
  · | 14.3% | ·
[22] CCn1c(SC)nc2c([nH]c3ccccc32)c1=O
  · | 0.0% | ·
[23] COc1ccc(-c2cc3nc(C4CCN(C(=O)OC(C)(C)C)CC4)c(C(=O)Nc4cc(C)cc(C)c4)cn3n2)cc1
  · | -0.7% | ·
[24] C[C@H]1CN([C@@H](C)CO)C(=O)CCCn2nncc2CO[C@H]1CN(C)C(=O)Oc1ccccc1
  · | 10.4% | ·
[25] CC1=C(c2ccc(C)c(C)c2)S(=O)(=O)N=C1N1CCC(C(=O)NC(C)c2ccccc2)CC1 (stereo unspecified)
  · | 0.7% | ·
[26] CN1C(=O)c2ccccc2Sc2ccc(NC(=O)Nc3ccccc3F)cc21
  · | 1.2% | ·
[27] COC(=O)Nc1ccc(-c2nc(N3CCOCC3)c3cnn(C4CCN(C(=O)OC)CC4)c3n2)cc1
  · | -0.7% | ·
[28] CC1(c2cccc(N)c2)OCCO1
  · | -6.0% | ·
[29] N#Cc1ccccc1Cn1c(SCC(=O)NCc2ccccc2)nc2ccccc21
  · | -0.3% | ·
[30] COc1ccc(NC(=O)CSc2ccc3nc(-c4ccccc4)cn3n2)cc1OC
  · | -15.6% | ·
[31] COc1ccc2c(c1)c1c(c(=O)n(Cc3ccccc3)c(=O)n1Cc1ccccc1Cl)n2C
  · | 7.0% | ·
[32] COCCCN1C(=O)C(CC(=O)NCCN2CCOCC2)CC(C(=O)N(C(C)C)C(C)C)=C1C (stereo unspecified)
  · | 1.6% | ·
[33] CCC12CC1(C(=O)OC)C(=O)N1CCc3c([nH]c4ccccc34)C12 (stereo unspecified)
  · | 0.2% | ·
[34] COc1ccccc1NC(=O)c1nnn(-c2ccc(F)cc2)c1C
  · | 3.1% | ·
[35] Cc1ccc(CNC(=O)c2c(O)nc3c(C)cccn3c2=O)cc1
  · | 1.7% | ·
[36] CCOc1ccc(S(=O)(=O)NCCc2csc(-c3ccc(Cl)cc3)n2)cc1
  · | 0.4% | ·
[37] CN1CCN(c2ncnc3c2ncn3[C@H]2CN(Cc3cccs3)C[C@@H](CO)O2)CC1
  · | 3.0% | ·
[38] COCCOC(=O)c1c(C)oc2c1cc(NS(=O)(=O)c1ccc(Cl)c(C)c1)c1ccccc12
  · | 3.1% | ·
[39] COc1cc2nc3n(c(=O)c2cc1OC)-c1ncccc1C(=O)NC3Cc1ccccc1 (stereo unspecified)
  · | -5.4% | ·
[40] CCOCCCNC(=O)c1cc2c(=O)n(C)c3ccccc3c2n1C
  · | 2.9% | ·
[41] O=C(CSc1nc2ccccc2nc1Cc1ccccc1)Nc1ccccc1C(F)(F)F
  · | -3.6% | ·
[42] CCOc1ccc2[nH]c(=S)sc2c1
  · | ? | ·
[43] COc1ccc(CCNC(=O)C2CCN(c3ncnc4c3nc3n4CCCCC3)CC2)c(OC)c1
  · | 0.7% | ·
[44] CCc1ccc(CNC(=O)c2cc3ccccn3n2)cc1
  · | -1.7% | ·
[45] O=C(CSCn1nnc2c(=O)[nH]c(Cc3ccc(F)cc3)nc21)Nc1cccc(C(F)(F)F)c1
  · | 6.6% | ·
[46] COc1ccccc1NC(=O)CSc1oc(-c2ccc(F)cc2)nc1S(=O)(=O)c1ccc(Br)cc1
  · | -9.0% | ·
[47] Cc1ccccc1-c1n[nH]nc1C1=CC(=O)C[C@H](c2ccc(F)cc2)C1
  · | -0.2% | ·
[48] Cc1cc(C)n(CCc2nc3c4ccccc4nc(SCc4ccc(F)cc4)n3n2)n1
  · | 0.9% | ·
[49] Cc1ccc(C(=O)NCCN2CCC(n3c(=O)[nH]c4ccccc43)CC2)cc1F
  · | -3.8% | ·
[50] Cc1cccc(Oc2nc3ccccn3c(=O)c2/C=C(\C#N)c2nc3ccccc3s2)c1C
  · | -33.8% | ·
[51] CC(C)CC(=O)Nc1ccc(C(=O)OCc2cc(=O)n3nc(C(C)C)sc3n2)cc1
  · | 2.3% | ·
[52] CCN(CC)c1ccc(C(=O)NCc2nc3cccnc3n2Cc2ccc(C)cc2)cc1
  · | -8.2% | ·
[53] COc1cccc(C(=O)Nc2cccc(-c3cn4ccsc4n3)c2)c1OC
  · | -7.1% | ·
[54] Cc1ccc(N2CC(NC(=O)c3ccco3)CC2=O)cc1C (stereo unspecified)
  · | 5.7% | ·
[55] C=CCNc1nc(NCCOc2ccccc2Cl)c2sc(-c3ccccc3)cc2n1
  · | 1.5% | ·
[56] COc1cc(C(=O)NCC(c2cccnc2)N2CCc3ccccc32)cc(OC)c1OC (stereo unspecified)
  · | -0.6% | ·
[57] COc1ccc(S(=O)(=O)N(CC(=O)NCc2ccc(C)cc2)c2ccc(Cl)cc2)cc1
  · | 8.3% | ·
[58] CCCCOc1ccc(NC(=O)CSc2ccc(C(=O)O)cn2)cc1
  · | 1.4% | ·
[59] CS(=O)(=O)Nc1cccc(NC(=O)c2cccc3c(-c4cccc(C(N)=O)c4)coc23)c1
  · | 0.7% | ·
[60] CCCCc1nn2c(=O)cc(COC(=O)c3ccc(NC(=O)c4cccc(OC)c4)cc3)nc2s1
  · | 4.0% | ·
[61] CCCCNC(=O)C[C@@H]1C[C@@]2(C(=O)OC)CCCCC=C2N(Cc2ccco2)C1=O
  · | -2.4% | ·
[62] N#Cc1c(C(F)(F)F)cc(-c2cccs2)nc1SCc1ccc(F)cc1
  · | 1.4% | ·
[63] Cc1cc(O)c(C(c2ccc(F)cc2)N2CCN(c3ccccc3)CC2)c(=O)n1Cc1ccco1 (stereo unspecified)
  · | -9.3% | ·
[64] COc1ccc(-c2nc3ccccc3o2)cc1NC(=O)c1ccc(-c2cccc(Cl)c2C)o1
  · | -2.8% | ·
[65] CCN(CC)Cc1c(NC(=O)c2ccc(OC)cc2)sc2c1CCCC2
  · | 0.5% | ·
[66] CCCCOc1ccc(C(=O)NCCc2sc3nc(-c4ccc(OC)cc4)nn3c2C)cc1
  · | 1.0% | ·
[67] Cc1ccc(-n2nc3c(N4CCC(C(=O)N5CCCCC5)CC4)nnc(C)c3c2C)cc1
  · | 0.7% | ·
[68] Nc1ncnc2c1ncn2[C@@H]1O[C@H](C(=O)Nc2cc(C(F)(F)F)cc(C(F)(F)F)c2)[C@@H](O)[C@H]1O
  · | -2.7% | ·
[69] COc1ccc2c(c1)CCc1c(C(=O)Nc3ccc(F)c(Cl)c3)noc1-2
  · | 1.6% | ·
[70] Cc1cccc(C)c1NC(=O)CN1CCC(Cc2ccccc2)CC1
  · | 2.3% | ·

Among those listed so far, two contain a tert-butyl group.
Results follow in this order: Shiga inhibitor | TbPYK inhibitor | CHX counter
[16] CC(C)(C)c1ccc(CC(=O)N2CCC2(C)C(=O)NS(=O)(=O)c2ccccc2Cl)cc1 (stereo unspecified)
  · | 3.6% | ·
[23] COc1ccc(-c2cc3nc(C4CCN(C(=O)OC(C)(C)C)CC4)c(C(=O)Nc4cc(C)cc(C)c4)cn3n2)cc1
  · | -0.7% | ·

Following part:
Results follow in this order: Shiga inhibitor | TbPYK inhibitor | CHX counter
[71] Fc1ccc(C(NCCc2ccc(Cl)cc2)c2nnc(-c3ccccc3)o2)c(Cl)c1 (stereo unspecified)
  · | 9.2% | ·
[72] Cc1ccc(NC(=O)c2c(C)oc3ccc(O)c(CN4CCN(Cc5ccccc5)CC4)c23)cc1
  · | -1.2% | ·
[73] CC(C)Cn1c(=O)c2ccccc2n2c(CCC(=O)NCc3ccc(Cl)cc3)nnc12
  · | 7.0% | ·
[74] CCc1ccc(-n2c(=O)c3c(C)c(C(=O)N(C)C)sc3n(Cc3cccc(C)c3)c2=O)cc1
  · | -4.4% | ·
[75] CCc1c(C)sc2c1CCN(Cc1ccc(C#N)cc1)C2c1ccccc1 (stereo unspecified)
  · | 0.0% | ·
[76] CCC(Oc1ccccc1)C(=O)Nc1ccc(OCc2cc(=O)n3ccc(C)cc3n2)cc1 (stereo unspecified)
  · | -6.9% | ·
[77] CCN(CC)c1ccc(NC(=O)CN2CCN(S(=O)(=O)c3ccc(C(C)C)cc3)CC2)cc1
  · | -14.2% | ·
[78] CCc1cccc(C)c1NC(=O)COC(=O)Cc1ccccc1
  · | 4.7% | ·
[79] CCCCCCn1c(=O)n2n(c1=O)[C@@H]1CN(S(=O)(=O)c3ccc(C)cc3)C[C@]1(O)[C@@H](OC(=O)Nc1cccs1)C2
  · | -18.3% | ·
[80] CCc1ccc(NC(=O)c2ccc(F)c(S(=O)(=O)NC3CCCCCC3)c2)cc1
  · | 1.5% | ·
[81] COc1ccc(-n2nc(C(=O)N3CCN(c4ccccc4OC)CC3)c3c4ccccc4n(C)c3c2=O)cc1
  · | 5.9% | ·
[82] CN(Cc1ccccc1)C(=O)Nc1c(Cl)cccc1Cl
  · | 5.2% | ·
[83] C[C@@H]1CCCCO[C@H](CN(C)Cc2ccc(C(F)(F)F)cc2)[C@@H](C)CN([C@H](C)CO)C(=O)c2cc(NS(=O)(=O)c3cn(C)cn3)ccc2O1
  · | 1.6% | ·
[84] COc1cc(CN(C(=O)c2cccc(C)c2)c2ccccn2)cc(OC)c1OC
  · | -5.5% | ·
[85] Cc1ccc(CNC(=O)CSc2nc(=O)[nH]c3c2CCCC3)cc1
  · | -3.2% | ·
